Bioassay records (PubChem BioAssay)
INS promoter inh = TRM-6 insulin promoter activity inhibition. AID 1273. 0.9% of 130,000 active. inhibition, % at 2 µM. TRM-6 cells (human fetal islet line), insulin promoter-eGFP reporter, imaging; reporter expression induced with tamoxifen;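 active = inhibition above the mean plus 3 SD, with well images judged a real hit on visual review, cut at about 60% in these data, passing the limit was not always enough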
SDO1 yeast rescue = sdo1-depleted yeast growth rescue; S. cerevisiae sdo1-depleted JHY4D growth rescue, OD600 30 h; active compounds read high; pdr5 snq2 efflux-pump mutant strain; z-score at 10 µM; 0.21% of 140,000 active;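 active = z-score above 3 at both the 24 hr and the 30 hr optical density reads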;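 note: z-score against mean and SD of all compound wells on the same plate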
SDO1 yeast rescue Rescue 24 h = second read-out of SDO1 yeast rescue, no call of its own (marks repeat the call); z-score; S. cerevisiae sdo1-depleted JHY4D growth rescue, OD600; measured here: growth rescue at 24 h;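 0 is the plate mean of compound wells and units are plate SD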
* hit, by the source's call; . = not tested or not shown. Outcome played no part in choosing rows (roughly 0.92% active in at least one column).

Compound	SDO1 yeast rescue Rescue 24 h	INS promoter inh	SDO1 yeast rescue
Cc1ccc(-c2nc3ccc(Cl)cc3n2OC(C)C(=O)O)cc1 (configuration not stated)	.	52.9	.
Cc1ccc(C)c(C(=O)CN2C(=O)c3ccccc3S2(=O)=O)c1	2.45	-2.7	0.94
O=C(c1ccc(Cl)cc1)c1ccccc1C(=O)N1CCOCC1	-0.11	0.0	-0.79
Cc1ccc(Nc2nc3c(c(=O)[nH]2)CCCC3)cc1	1.07	18.8	0.69
CCCn1c(SCC(=O)Nc2nc3c(s2)CCCC3)nc2c1c(=O)n(C)c(=O)n2C	-0.98	.	-0.55
Cc1nn(-c2ccc(F)cc2)c2sc(C(=O)N3CCCCCC3)cc12	-0.85	13.5	-1.33
O=C(CC12CC3CC(CC(C3)C1)C2)NCC(=O)N1CCc2ccccc2C1	-0.97	-23.3	-0.91
O=C(c1cc2c(s1)CCCC2)N1CCN(S(=O)(=O)c2ccccc2C(F)(F)F)CC1	-0.46	0.0	-0.68
COc1cc2ncnc(NCc3ccccc3C)c2cc1OC	0.03	16.7	0.61
COc1ccc(CNC(=O)c2ccc(=O)oc2)cc1OC	0.13	.	0.19
Cc1ccc(S(=O)(=O)NCCCCCC(=O)NC(C)(C)CO)cc1	0.13	.	0.58
COC(=O)/C=C/c1sc2nc(C)cc(C)c2c1N=CN(C)C	.	-53.9	.
CS(=O)(=O)N(CCc1ccccc1)CC(=O)N1CCN(Cc2ccc3c(c2)OCO3)CC1	-0.48	-168.8	0.01
C=CCn1c(N)cc(=O)nc1SCC(=O)Nc1ccccc1	0.73	-21.4	1.46
O=C(CSc1nnc(-c2ccccc2)n1CC1CCCO1)N1CCCC1 (configuration not stated)	.	8.3	.
Cc1ccccc1C(=O)NC(=S)Nc1sc2c(c1C#N)CCCC2	-0.89	29.6	-1
COc1ccc(OCC(O)CN(CCO)CC(O)Cn2ccc3ccccc32)cc1 (configuration not stated)	-0.19	-44.0	0.34
CCN(C(=O)CSc1nc2nc(C)cc(C)n2n1)C1CCS(=O)(=O)C1 (configuration not stated)	.	-14.3	.
Cc1ccc(C(O)c2nc3ccccc3n2C(C)C)cc1 (configuration not stated)	-0.84	4.5	-0.85
Cc1ccc(C(=O)N(NC2=NS(=O)(=O)c3ccccc32)S(=O)(=O)c2ccc(C)cc2)cc1	-0.41	2.6	0.52
O=C(NCc1cccnc1)c1noc2c1CCCCC2	2.72	.	1.33
COCCNS(=O)(=O)c1ccc(-c2ccc(C)cc2)cc1	-0.39	7.1	0.05
Cc1nn(C)cc1NC(=O)c1ccc(Br)o1	0.97	0.0	1.24
CCCCNC(=O)CSc1nc2ccccc2c(=O)n1CCNC(C)=O	2.3	46.7	2.03
c1ccc(-c2ncc3c(ccc4ccccc43)n2)cc1	1.53	-20.0	0.06
C/C(=N/N1CCN(c2ccccn2)CC1)c1ccc([N+](=O)[O-])cc1	-0.56	53.9	0.2
O=C(CNC(=O)c1cc2ccccc2o1)NCc1cccs1	-0.23	-23.1	-0.01
CCn1cc(C(=O)Nc2ccc(-n3cnnn3)c(OC)c2)c(=O)c2ccc(C)nc21	0.93	.	-0.98
COc1ccc(C(=O)N2CCC(n3c(C)nc4cc(F)ccc43)CC2)cc1OC	1.93	.	1.19
Cc1ccc(NC(=O)NCCc2ccc(S(N)(=O)=O)cc2)cc1	0.67	.	0.28

One compound at a time (already shown). Values in the order: SDO1 yeast rescue Rescue 24 h | INS promoter inh | SDO1 yeast rescue
`C/C(=N/N1CCN(c2ccccn2)CC1)c1ccc([N+](=O)[O-])cc1` is entered as -0.56 | 53.9 | 0.2
`Cc1ccc(C(=O)N(NC2=NS(=O)(=O)c3ccccc32)S(=O)(=O)c2ccc(C)cc2)cc1` is entered as -0.41 | 2.6 | 0.52
`COc1ccc(OCC(O)CN(CCO)CC(O)Cn2ccc3ccccc32)cc1` (configuration not stated) is entered as -0.19 | -44.0 | 0.34

New compounds follow:
Compound	SDO1 yeast rescue Rescue 24 h	INS promoter inh	SDO1 yeast rescue
CC(C)Cn1c(SCC(=O)N2CC(=O)Nc3ccccc32)nc2ccccc21	1.17	-30.8	1.15
O=C(O)CCC(=O)CCC(=O)c1ccc(Cl)cc1	0.59	-71.4	0.42
Cc1ccc(S(=O)(=O)Nc2ccc(-c3nnc(SCc4ccccc4Cl)o3)cc2)cc1	0.03	-10.3	-0.15
CC(=O)c1cccc(NS(C)(=O)=O)c1	.	14.3	.
Cc1cccc(C)c1NC(=O)C1c2cccc[n+]2CC(=O)N1Cc1cccs1 (configuration not stated)	.	18.9	.
COc1cccc(NC(=O)C2CCCN(S(=O)(=O)c3cccc4cccnc34)C2)c1 (configuration not stated)	0.45	.	0.38
CCCCNC(=O)CCCn1c(=O)[nH]c2ccc(Br)cc2c1=O	-0.02	.	0.12
COc1ccc(-c2csc(C)n2)cc1Br	.	41.2	.
CC1=NN(C(=O)c2ccccc2-n2cccc2)C(O)(C(F)(F)F)C1 (configuration not stated)	-0.63	3.1	0.11
COc1ccc(C2c3c4c(n(C)c3CCN2C)CCN(C)C4c2ccc(OC)cc2)cc1 (configuration not stated)	-0.78	38.5	-0.12
CCOC(=O)N1CCC(NC(=O)C2CCCN(S(=O)(=O)c3ccc4c(c3)oc(=O)n4C)C2)CC1 (configuration not stated)	-1.7	30.8	-0.92
CCCC(=O)NCCc1ccc(S(N)(=O)=O)cc1	0.07	-3.5	0.37
Cc1ccc2c(NC(=O)C3CC3)c(C)ccc2n1	0.27	0.0	0.43
C/C(=N\NC(=O)c1cc(-c2cccnc2)nc2ccccc12)c1ccccc1O	0.41	0.0	0.02
O=C(CN(C(=O)c1cc2c(s1)CCC2)C1CCCC1)NCc1cccs1	-0.29	.	-1.15
CC1CCC(C(C)C)C(OP(=O)(c2ccc(N(C)C)cc2)C(O)c2cccnc2)C1 (configuration not stated)	-1.28	0.0	-0.67
CN(C)CCCNc1c(C(=O)O)cnc2c1cnn2C	1.07	-32.1	0.72
CC1=C/C(=N\OC(=O)/C=C/c2ccccc2)C(C)=CC1=O	-0.17	-13.9	0.4
O=C(NC1CCCCCC1)c1cc(S(=O)(=O)N2CCOCC2)ccc1N1CCCCC1	-0.71	9.7	-0.72
Cc1nn(CCOc2ccccc2)c(=O)n1-c1ccccc1	0.71	-43.3	0.86
CC(=O)N1CCN(C(=S)Nc2ccc(Oc3ccccc3)cc2)CC1	.	0.0	.
CC(C)(C)c1cc(NC(=O)COC(=O)c2ccc3c(=O)n4c(nc3c2)CCC4)n(-c2ccccc2)n1	-0.61	42.9	-0.15
Cc1cc(C)nc(NC(=O)/C=C/c2ccccc2Cl)c1	-0.92	.	-0.76
Fc1ccc(Cn2nnnc2CN2CCN(C3CCCC3)CC2)cc1	-0.36	-35.7	0.4
Cc1ccc(NC(=O)c2c(O)c3ccccc3n(C)c2=O)nc1	1.75	29.6	-0.55
COc1ccc(N2CCN(S(=O)(=O)c3cccs3)CC2)cc1	-0.33	-500.0	0
O=C1N/C(=C/c2ccco2)C(=O)N1Cc1ccccc1F	0.12	.	0.19
COc1ccc(N(C(=O)Nc2ccc(Cl)cc2)C2=NCCC2)cc1	-1.24	.	-1.53
O=C(COC(=O)C1c2ccccc2Oc2ccccc21)NC1CCS(=O)(=O)C1 (configuration not stated)	-0.21	-8.3	-0.18
COCCN(C)C(=O)CC1C(=O)NCCN1CC(c1ccccc1)c1ccccc1 (configuration not stated)	.	-57.1	.
CCOC(=O)N1CCN(S(=O)(=O)c2ccc(OCC)cc2)CC1	0.41	.	0.53
NC(=S)N=Nc1c(O)n(C2OC(=O)c3ccccc32)c2ccccc12 (configuration not stated)	0.22	35.7	0.03
CC1=C(C(=O)Nc2ccccn2)C(c2ccc(Cl)cc2)NC(=S)N1 (configuration not stated)	.	-42.9	.
O=C(COC(=O)c1ccc(S(=O)(=O)N2CCOCC2)cc1)NCc1cccs1	.	5.0	.
Cc1cccc(Nc2nc(N)c([N+](=O)[O-])c(N3CCOCC3)n2)c1	-0.77	4.0	-0.2
Cc1cc2cc(CNC(=O)C3CC3)ccc2n1C	0.17	.	0.22
O=C(/C=C/c1ccccc1[N+](=O)[O-])N1CCCCC1	.	2.7	.
CCOC(=O)c1c(C)n(C)c2ccc(O)c(CN(CC)CC)c12	0.36	12.5	0.7
Cc1ccccc1NC(=O)C(C)c1ccc(-c2ccccc2)c(F)c1 (configuration not stated)	-1.19	2.7	-1.01
CCOC(=O)c1nn(C)c(C)c1Cl	-0.41	8.3	-0.89
Cc1ccc(C(=O)NCC(=O)OCC(=O)Nc2cc(C)c(C)cc2[N+](=O)[O-])cc1	-0.2	11.1	-0.42
Cc1cc(=O)oc2cc(OCC(O)CN3CCc4ccccc4C3)ccc12 (configuration not stated)	3.81	-71.0	2.52
CCOC(=O)c1cnc2ccc(F)cc2c1Nc1ccc2c(c1)OCCO2	-1.77	.	-2.11
Cc1cc(C)n2nc(S(=O)(=O)N(C)c3ccccc3)nc2n1	-1.02	.	-0.65
CCCCCCCn1c2c(c(=N)c3c1CCC3)CCCC2	.	-111.1	.
COc1ccccc1N(CC(=O)NC1CCCCC1)C(=O)CCC(=O)Nc1ccccn1	-2.13	.	-1.11
O=C(COC(=O)c1cccc(Cl)c1Cl)NCCN1C(=O)CSC1=O	0.02	10.5	0.48
Cc1noc(N)c1C(=O)Nc1ccc(F)cc1	0.28	.	0.13
CCCn1nc(C(=O)Nc2cc(C(=O)OC)ccc2C)c2ccccc2c1=O	-0.43	.	-1.47
O=C(c1ccc(Cl)s1)N1CCN(c2nc3ccccc3s2)CC1	-1.07	.	-1.52
O=C(O)c1cc2ccccc2n1-c1ccccc1	-0.61	-7.7	-0.01
CCOc1ccc(/C=C/[N+](=O)[O-])c2ccccc12	-2.33	11.4	-1.71
COCCNCC(=O)Nc1ccc(C)c(S(=O)(=O)N2CCCCC2)c1	.	-66.7	.
CCN(CC)CCOCCOc1ccccc1F	-0.67	3.5	-0.59
Nc1nnnn1NCc1cccc(OCc2ccccc2)c1	-0.44	-84.4	0.13
O=C(CN1C(=O)c2ccccc2C1=O)N1CCN(c2ccccn2)CC1	0.4	39.5	0.42
N#CC(c1ccc(=O)[nH]n1)c1ccc(Cl)cc1Cl (configuration not stated)	.	-29.4	.
Cc1c(NC(=S)N/N=C/c2ccc(N(C)C)cc2)c(=O)n(-c2ccccc2)n1C	-0.69	6.1	-0.59
C=CCn1c(SCC(=O)Nc2ccccc2CC)nnc1-c1ccncc1	-0.17	.	-0.09
CNS(=O)(=O)c1cc(OCC(N)=O)c(C)cc1Cl	0.51	-22.2	0.81

Additional structures follow:
Compound	SDO1 yeast rescue Rescue 24 h	INS promoter inh	SDO1 yeast rescue
N#C/C(C(N)=O)=c1/ccc2c(c1)N1C3=C(CCCC3)CC3CCCCC31N=2 (configuration not stated)	1.38	.	-1.71
CC(C)(C)c1cc(C(=O)O)n[nH]1	-0.26	-31.2	-0.07
CCN(CC)CCN(Cc1cc2cc(C)ccc2[nH]c1=O)C(=O)Nc1ccccc1OC	0.06	6.5	0.84
COc1cccc(N2CCN(C(=O)C3CCN(S(=O)(=O)c4cccs4)CC3)CC2)c1	.	50.0	.
CC/C(=N/N=C(\CC)c1ccccc1)c1ccccc1	-0.78	11.1	-0.21
CCCC(=O)Nc1cc(C(F)(F)F)ccc1N1CCOCC1	.	25.0	.
O=C(COc1ccc2c(c1)C(=O)CC1(CCCCC1)O2)NCc1ccccn1	-0.42	.	-0.2
Cc1nn(CC(=O)N/N=C/c2ccc3c(c2)OCO3)c(C)c1Br	-1.22	.	-1.22
O=C(Nc1ccc(N2CCCCC2)cc1)c1cncc(Br)c1	-0.45	0.0	0.08
c1ccc(Nc2nc3ccccc3o2)cc1	1.52	67.9*	1.05
COc1cccc(C(=O)NC(=S)N2CCN(c3ccc(C(F)(F)F)cc3[N+](=O)[O-])CC2)c1	1.6	10.3	0.48
COc1ccc(C2CCN(Cc3cccnc3)CC2O)cc1 (configuration not stated)	-0.47	.	0.14
COc1ccc(CCCc2n[nH]c(=S)n2C)cc1C	.	7.7	.
CC1=C(C(=O)Nc2ccc(F)cc2)C(c2ccc(C)o2)C2=C(CC(C)(C)CC2=O)N1 (configuration not stated)	-0.89	-295.8	-0.67
CC(=O)N1CCN(c2ccc(N=Cc3c(O)n(Cc4ccccc4)c(=O)[nH]c3=O)cc2)CC1	-0.09	28.9	0.22

Single entries from above.
`CCCC(=O)Nc1cc(C(F)(F)F)ccc1N1CCOCC1` @ INS promoter inh = 25.0
`CC(C)(C)c1cc(C(=O)O)n[nH]1` @ SDO1 yeast rescue Rescue 24 h = -0.26

Other structures follow:
Compound	SDO1 yeast rescue Rescue 24 h	INS promoter inh	SDO1 yeast rescue
O=c1[nH]c(CN(CCc2ccccc2)S(=O)(=O)c2ccc(Cl)cc2)nc2ccccc12	0.72	-20.7	-0.89
COc1ccccc1CCNC(=O)c1ccoc1C	-0.69	2.6	0.41
Cc1ccc(-c2nnn3c2nc(NCCc2ccc(S(N)(=O)=O)cc2)c2ccccc23)cc1	3.12	0.0	2.09
N#Cc1c(-c2ccccc2)nc2n1CCS2	.	34.9	.
Cc1cccc(C)c1NC(=O)N1CC=C(n2c(=O)[nH]c3ccccc32)CC1	2.3	.	1.87
Cc1cc2n(n1)C(c1ccc(N(C)C)cc1)Nc1ccccc1-2 (configuration not stated)	-1.84	0.0	-1.97
